Bioassay records as filed in PubChem.
PvdQ acylase = P. aeruginosa PvdQ acylase inhibitors, primary screen, biochemical, fluorescence, plate reader and imaging, single point | 0.063% of 340,000 active | AID 488965, 2010 | inhibition, % at 10 µM | PvdQ acylase [Pseudomonas aeruginosa LESB58] | purified PvdQ acylase; in the data active means inhibition above about 30%, passing the limit was not always enough; inconclusive means no clear call, values can overlap the other calls;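 further: 0% = vehicle neutral wells and 100% = reference inhibitor wells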
RTF Ca sens inh = cardiac RTF calcium sensitivity inhibitors, primary screen, biochemical, IANBD-TnC fluorescence, EC70 calcium | Troponin I, cardiac muscle (Homo sapiens) + Troponin T, cardiac muscle (Homo sapiens) + … | AID 493244, 2011 | inhibition, % at 7.15 µM | IANBD-labeled cardiac RTF, Ca2+ fluorescence | 0.12% of 340,000 active;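 active means inhibition above the mean inhibition of all tested compounds plus 3 SD, cut at about 17% in these data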;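 further: assay run at fixed EC70 calcium of 1.6 mM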
CDK5 p35 inh = inhibitors of human CDK5/p35 kinase, primary screen, biochemical, single concentration; Cyclin-dependent kinase 5 (Homo sapiens) + Cyclin-dependent kinase 5 activator 1 (Homo …; Recombinant CDK5/p35, ADP-Glo luminescence, 60 min; inhibition, % at 10 µM; 0.01% of 330,000 active;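 active means highest replicate inhibition of at least 50% and at least 75% of replicates reaching 50%; inconclusive means only one of the two criteria met; inactive means both criteria failed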;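 further: plate controls were DMSO neutral control for no effect and GW8510 at 10 µM for full effect; many of its hits are not listed in these tables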
NSD2 HMT inh = NSD2 histone methyltransferase inhibitors, primary screen, biochemical, AlphaScreen, single concentration, set 2; AID 743445, 2014; NSD2 peptide methylation, 120 min; inhibition, % at 12.5 µM; 0.54% of 310,000 active; in the data active means inhibition above about 50%
PfHsp90 set2 = growth inhibition of PfHsp90-expressing yeast, primary screen, antimalarial PfHsp90 inhibitor project, S. cerevisiae, BacTiter-Glo luminescence, single point, set 2; 0.32% of 310,000 active; inhibition, % at 9.4 µM; AID 504621, 2011; BacTiter-Glo ATP, 48 h; yeast lacking PDR1 and PDR3 efflux regulators;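 active means every replicate shows inhibition above about 80%, whatever the replicate mean, limit read from the data; inconclusive means mean inhibition reaches the set limit but some replicate falls short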;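 further: 0% = DMSO neutral controls and 100% = 20 µM radicicol positive controls; yeast relying on Plasmodium falciparum Hsp90 in place of its own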
Rtt109 Vps75 = inhibitors of C. albicans Rtt109/Vps75 HAT, primary screen, biochemical, ThioGlo CoA-SH fluorescence, plate reader | purified Rtt109/Vps75, 4 h | 0.16% of 330,000 active | inhibition, % at 34.9 µM | AID 540336, 2011;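 active means inhibition of at least 50% in every replicate; inconclusive means best replicate reaches 50% inhibition but some replicates fall short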
Target sequence (Q5AAJ8 whole entry, looked up): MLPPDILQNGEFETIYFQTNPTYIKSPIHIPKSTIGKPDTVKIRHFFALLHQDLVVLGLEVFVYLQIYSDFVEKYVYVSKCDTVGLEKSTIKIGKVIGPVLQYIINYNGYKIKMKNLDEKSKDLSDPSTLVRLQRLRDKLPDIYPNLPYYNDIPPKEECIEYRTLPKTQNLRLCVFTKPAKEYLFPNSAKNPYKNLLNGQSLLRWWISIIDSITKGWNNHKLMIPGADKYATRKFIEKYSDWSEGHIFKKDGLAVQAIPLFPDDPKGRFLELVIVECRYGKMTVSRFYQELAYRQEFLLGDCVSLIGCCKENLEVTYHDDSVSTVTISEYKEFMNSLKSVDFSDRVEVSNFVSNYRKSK
RTF Ca sens act = cardiac RTF calcium sensitivity activators, primary screen, biochemical, IANBD-TnC fluorescence, EC20 calcium; activation, % at 7.2 µM; 0.24% of 340,000 active; AID 493008, 2010; IANBD-labeled TnC RTF fluorescence at EC20 calcium; 0% EC20 calcium, 100% full calcium;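 active means activation above the mean over all tested compounds plus 3 SD, cut at about 30% in these data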;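 further: rise in fluorescence read as greater calcium sensitivity of cardiac thin filaments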
Keap1-Nrf2 PPI = Keap1-Nrf2 protein-protein interaction inhibitors, primary screen, biochemical, fluorescence polarization, single point; Keap1 Kelch-Nrf2 peptide fluorescence polarization, 1536-well; 0.15% of 340,000 active; inhibition, % at 9.4 µM; AID 504523, 2011; Kelch-like ECH-associated protein 1 (Homo sapiens), Q14145; in the data active means inhibition above about 12%; inconclusive means no clear call, values can overlap the other calls; inactive means below about 7.3%;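 further: human Keap1 Kelch domain with fluorescein labeled Nrf2 9mer peptide probe; 0% = neutral control wells and 100% = peptide positive control; higher means more block of Keap1 binding to Nrf2 peptide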
Target sequence (Q14145 whole entry, looked up, the tested form may be a part): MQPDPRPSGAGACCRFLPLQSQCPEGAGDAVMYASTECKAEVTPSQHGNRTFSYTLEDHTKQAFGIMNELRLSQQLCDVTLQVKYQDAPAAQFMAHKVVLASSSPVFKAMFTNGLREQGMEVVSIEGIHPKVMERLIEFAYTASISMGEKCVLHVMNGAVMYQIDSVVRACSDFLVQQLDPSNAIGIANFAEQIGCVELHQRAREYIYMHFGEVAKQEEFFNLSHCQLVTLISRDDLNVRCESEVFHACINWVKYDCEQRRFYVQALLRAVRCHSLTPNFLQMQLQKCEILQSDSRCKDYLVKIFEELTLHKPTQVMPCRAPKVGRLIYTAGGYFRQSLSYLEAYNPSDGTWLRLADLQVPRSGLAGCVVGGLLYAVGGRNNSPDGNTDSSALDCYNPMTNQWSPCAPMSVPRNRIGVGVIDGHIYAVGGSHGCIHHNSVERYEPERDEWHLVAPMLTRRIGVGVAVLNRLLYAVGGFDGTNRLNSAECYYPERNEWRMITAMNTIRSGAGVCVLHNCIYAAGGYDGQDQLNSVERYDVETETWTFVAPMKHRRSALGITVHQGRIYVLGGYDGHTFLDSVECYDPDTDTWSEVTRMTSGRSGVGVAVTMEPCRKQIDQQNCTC
dFosB act = activators of delta FosB homodimer, primary screen, biochemical, fluorescence polarization, TAMRA-CDK5 oligo, single point; 0.99% of 340,000 active; activation, % at 25 µM; AID 493131, 2011; Protein FosB (Mus musculus), P13346; purified delta FosB; percent of positive-control signal above neutral wells;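 active means mean activation above about 17%, with every replicate also reaching it, limit read from the data, passing the limit was not always enough; inconclusive means only one of the two conditions met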;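 further: fluorescence polarization rise as delta FosB binds a TAMRA Cdk5 AP-1 oligo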
LANA DNA inh = inhibitors of KSHV C-LANA binding to DNA, primary screen, biochemical, fluorescence polarization, FAM-LBS DNA, MBP-C-LANA, single point; Kaposi's sarcoma herpesvirus LANA C-terminal domain (residues 932-1162) DNA binding; 0.078% of 340,000 active; inhibition, % at 9 µM;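 active means highest replicate inhibition at or above 60% at 9 µM, even if other replicates fall short; inactive means all replicates below 60% inhibition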;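 further: 0% = neutral control wells and 100% = 4 µM acridine orange control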
SUMO Mot1 rescue = yeast Mot1-301 growth rescue at high temperature, primary screen, SUMOylation pathway inhibitor project, S. cerevisiae, ATP luminescence, 38.5C; growth rescue, % at 18.8 µM; 1% of 320,000 active; S. cerevisiae Mot1-301 growth rescue; percent above DMSO median, 100 means doubled;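 active means every valid replicate shows activation above 250% relative to neutral control wells; inactive means the rest, any valid replicate at or below 250%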;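 further: OY570 slx delta 5 strain wells were the positive control but not used for scaling; some compounds called inactive have numbers as strong as hits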
Starred values were filed as active, the others as inactive; ? = inconclusive; · = not tested or not shown; + = active, no number.

Value order – Keap1-Nrf2 PPI	RTF Ca sens inh	CDK5 p35 inh	PfHsp90 set2	NSD2 HMT inh	RTF Ca sens act	Rtt109 Vps75	LANA DNA inh	PvdQ acylase	SUMO Mot1 rescue	dFosB act
- O=CN(/C=C1\Sc2ccccc2C1=O)Cc1ccccc1
 : -2	-1	0.1	-10	2	-1	30	-1.1	-9	-7	3
- O=C(CSc1nnc(COc2ccccc2)o1)Nc1nccs1
 : -7	-11	-0.2	11	·	5	-23	1.5	-15	-1	-3
- C=CCOc1c(Br)cc(/C=N\n2nnnc2N)cc1OC
 : -2	-2	0.3	-1	·	-6	2	0.3	6	-6	-6
- CCOc1ccccc1C(=O)Nc1cccc2ccccc12
 : 6	4	0.2	10	-4	2	-4	-0.3	-5	1	3
- [O-][n+]1onc2c1C(N1CCOCC1)CCC2N1CCOCC1 (centres undefined)
 : 0	-3	-0.1	13	-1	-4	-1	0.8	1	376	0
- CN(C)CCNC(=O)COc1ccc(C23CC4CC(CC(C4)C2)C3)cc1
 : -5	-1	-1.2	4	-6	11	9	2.5	-13	-4	16
- CCN(c1ccccc1)S(=O)(=O)c1ccc(Cl)nc1
 : -6	3	0.5	-15	-6	-6	-8	1.1	-5	-2	-2
- O=C(c1c(F)cccc1F)N1CCN(c2ncc(Br)cn2)CC1
 : 3	-4	-0.3	-17	-3	-7	-6	0.0	7	-17	-2
- O=C1c2ccc([N+](=O)[O-])cc2C(=O)N1c1ccc([N+](=O)[O-])cn1
 : -2	1	1.3	-10	0	0	9	0.4	9	4	-2
- CC(=NNC(=O)c1ccncc1)c1cc(Cl)ccc1Cl
 : -5	-5	-0.5	-13	-2	1	1	1.4	-11	·	2
- C/C(=N\NC(=O)c1ccccc1)c1ccccc1F
 : -3	-1	-2.3	·	-4	-5	10	0.6	-1	-10	-3
- COC(=O)c1ccc(CSc2nc3c(cnn3-c3ccccc3)c(=O)[nH]2)o1
 : -2	-9	-1.7	18	7	3	4	0.8	-17	5	-16
- CN(Cc1nc(-c2ccccn2)no1)S(=O)(=O)c1ccc(Br)cc1
 : -2	-7	-3.9	-4	2	3	1	-0.5	-2	·	0
- CC(C)(C)OC(=O)n1cc(/C=N/NC(=O)c2ccco2)c2ccccc21
 : 0	-5	0.3	-5	0	-3	-7	-1.2	0	4	0
- CCC(C)C(=O)Nc1nnc(SCC(=O)NC2CCCCC2)s1 (centres undefined)
 : -3	-10	-1.1	5	-1	0	-14	-0.5	-6	-28	-5
- COCCN(C(=O)c1ccc2c(c1)C(=O)N(c1ccccc1Cl)C2=O)c1c(N)n(CC(C)C)c(=O)[nH]c1=O
 : -7	4	0.8	·	-2	-1	2	-2.3	-17	·	-6
- O=C(CN1CCN(S(=O)(=O)N2CCCCC2)CC1)Nc1cc(Cl)ccc1Cl
 : -2	-29	0.2	-21	-4	1	-6	-0.4	7	-7	-2
- CCc1ccc(/C=C2/C(=O)N(CC)C(=S)N2C)s1
 : 1	-2	0.7	-8	-4	5	·	3.2	2	1	-2
- CCOC(=O)C(Oc1ccc(=O)[nH]n1)C(C)=O (centres undefined)
 : -4	-1	-2.1	4	31	-8	10	-1.0	?	·	5
- C/C=C/Cn1c(SCc2ccccc2)nc2c1c(=O)[nH]c(=O)n2C
 : 0	-1	-0.6	-2	2	0	-3	0.5	0	21	-1
- CCNC(=S)Nc1cccc(S(=O)(=O)NC2=NCCC2)c1
 : -1	-5	0.2	12	-1	-2	2	1.3	6	-7	-3
- CCN(CC(=O)Nc1c(F)cccc1F)C(=O)C1CC1
 : -5	-10	-1.5	25	-1	4	7	-1.1	-16	5	-1
- CN(C)c1nc(N)c([N+](=O)[O-])c(NCc2ccccc2)n1
 : -1	3	2.2	-28	8	5	7	-1.5	-11	-1	7
- CC(C)CCn1c(=O)c2ccccc2n2c(CCl)nnc12
 : -3	9	0.2	1	4	1	-2	4.4	3	7	-7
- N#Cc1c(N2CCN(C(=O)c3ccco3)CC2)nc(-c2ccccc2)c2c1CCCC2
 : -3	-1	3.3	-48	-1	6	·	-1.2	-15	-12	-7
- COc1ccc(CCNC(=O)c2ccc(-c3ccc([N+](=O)[O-])cc3Cl)o2)cc1
 : -5	3	1.5	-38	1	-2	2	-1.1	-12	-5	-4
- Cc1cc(N2CCN(c3ccccc3)CC2)nc(-n2nc(C)cc2C)n1
 : -6	6	-1.1	-7	5	6	-15	-0.3	-7	-5	-9
- CCN(CC)C(=O)c1ccc(C(=O)c2c(C)cc(C)cc2C)cc1
 : -7	-4	0.8	25	-2	2	7	0.4	-12	1	1
- COc1ccc(S(=O)(=O)NC(CC(=O)N2CCc3ccccc32)c2ccco2)cc1 (centres undefined)
 : 1	4	-2.4	1	1	-1	-10	-0.4	-9	24	-5
- COc1ccc(OC)c(-n2c(-c3cccc(C)c3)n[nH]c2=S)c1
 : 1	10	2.8	-9	1	-6	6	-0.7	16	-1	-3

Later entries.
Value order – Keap1-Nrf2 PPI	RTF Ca sens inh	CDK5 p35 inh	PfHsp90 set2	NSD2 HMT inh	RTF Ca sens act	Rtt109 Vps75	LANA DNA inh	PvdQ acylase	SUMO Mot1 rescue	dFosB act
- CC(C)C1=CC(=Nc2ccc(S(N)(=O)=O)cc2)C=C(C(C)C)C1=O
 : -2	1	-0.1	11	7	-2	18	-0.5	5	+	2
- Cc1cccn2cc(CNC(=O)CC3CCCC3)nc12
 : 1	2	-0.5	0	-4	-4	7	-8.9	1	-1	-1
- COc1ccc(NC(=O)Nc2cccs2)cc1OC
 : 4	10	0.9	19	1	2	10	-0.7	-7	-6	-5
- COCCn1c(SCC#N)nnc1-c1ccccc1O
 : -4	-12	1.0	-60	-2	-1	-4	-0.9	-12	-8	3
- COc1ccc(C)cc1NC(=O)C1CCN(S(=O)(=O)c2cccc3cccnc23)CC1
 : 0	-6	-2.6	8	·	4	22	0.5	-17	·	-5
- CCN1C(=O)C(=O)N(CC(=O)c2cc(C)n(C3CC3)c2C)C1=O
 : -5	-5	-0.9	20	3	4	2	-0.8	-7	6	-5
- Cn1cc(SCC(=O)N2CCCc3ccccc32)c2ccccc21
 : -5	-3	0.5	2	·	4	-4	0.0	-14	259	-9
- COCc1c(C(=O)N/N=C/C2CC=CCC2)nnn1-c1nonc1N (centres undefined)
 : 1	0	-1.3	6	·	0	-13	1.0	-6	30	3
- O=C(Nc1ccccc1F)C1CC1c1ccccc1 (centres undefined)
 : 3	-12	-2.5	11	-1	-3	-9	1.3	-1	9	-3
- O=C(CSc1nnc(COc2ccc(Cl)cc2Cl)o1)Nc1ccccn1
 : -6	2	0.6	-10	-1	-1	8	-3.3	-2	-24	?
- OCCC1CN(Cc2ccccc2O)CCN1CCCc1ccccc1 (centres undefined)
 : 1	1	0.8	1	6	5	5	-0.3	2	-5	2
- Cc1ccccc1Nc1n[nH]c(C)c1[N+](=O)[O-]
 : 0	-38	-0.1	12	0	4	-5	-1.2	-3	23	3
- CCOC(=O)N1CCN(C(=S)Nc2cccc(C)c2C)CC1
 : -1	-6	-2.6	-14	0	8	-3	0.8	-9	225	0
- CC(=O)Nc1ccc(CCNC(=O)c2ccc3ccccc3c2O)cc1
 : 1	-3	-1.4	4	-1	-6	-6	0.8	-8	·	-2
- Cn1cc(CN2CCc3c([nH]c4ccccc34)C2C(C)(C)C)cn1 (centres undefined)
 : 5	0	0.2	4	1	0	-2	-5.2	6	-7	-7
- O=C(Nc1cccc2ncccc12)C(Cl)(Cl)Cl
 : 5	-5	-2.9	-1	4	-3	3	-0.4	-17	-1	-1
- COc1ccc(-n2cc(-c3ccccc3)[nH]c2=S)c(OC)c1
 : 2	-12	0.2	3	-1	-4	-2	-1.4	9	-24	-1
- COCCn1c(CN2CCc3ccccc3C2)nc2c1c(=O)n(C)c(=O)n2C
 : -1	-3	1.8	-6	-2	-5	0	0.8	-14	-16	-8
- Cc1nc(NCCc2ccc(F)cc2)c(C#N)c(C)c1[N+](=O)[O-]
 : 0	7	-2.8	-21	1	6	-4	-1.4	7	8	2
- N=c1c2c(ncn1Cc1ccco1)Oc1c(ccc3ccccc13)C2c1ccccc1 (centres undefined)
 : 3	-3	-2.3	18	-1	3	-7	2.6	10	-19	?
- Cc1ccc(F)c(NC(=O)/C(C#N)=C(\O)c2ccc(C(C)(C)C)cc2)c1
 : 4	-9	-2.8	-1	·	-6	26	2.5	14	·	-7

Rows are unselected; any-hit rate near 3.2%.
